From PubChem
V-ATPase pHluor: yeast V-ATPase proton transport regulation by pHLuorin | S. cerevisiae, pHLuorin cytosolic pH fluorescence | response, % at 10 µM | 350,000 compounds, 0.37% hits | AID 504577; in the data active = response mostly above about 7.3%, no sharp cut-off; inactive = mostly below about 5.4%; also: actives read high; inactives centre near 0; some compounds called inactive have numbers as strong as hits; reference of the scale not given here
MITF act: MITF TRPM1 promoter activation in melanoma cells. activation, % at 12.5 µM. AID 588334. SK-MEL-5 TRPM1-promoter luciferase, 24 h; % of positive control, neutral wells = 0. 300,000 compounds, 0.75% hits;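 active = mean activation of at least 80% with every replicate also reaching 80%; inconclusive = mean reaches 80% but some replicate falls short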;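 also: 0% = neutral control wells and 100% = parthenolide positive control wells; values of inactives mirror those of a sister screen read the other way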
Wnt bcat act: activators of Wnt/beta-catenin signaling. Wnt/beta-catenin reporter cell assay, activator, plate reader. activation, % at 9.35 µM. 300,000 compounds, 1.2% hits. AID 743398; in the data active = activation above about 30%, passing the limit was not always enough; inconclusive = no clear call, values can overlap the other calls;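 also: 0% = neutral control wells and 100% = positive control wells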
HTR5A ag ctr: HTR5A agonism, opioid heterodimer counter-screen. P47898. HTR5A agonist assay, luminescence, cell-based. activation, % at 9.3 µM. 340,000 compounds, 0.61% hits; in the data active = activation mostly above about 9.5%, no sharp cut-off; inactive = mostly below about 7.6%;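 also: 0% = cells with vehicle only and 100% = reference agonist; strong numbers were not always called active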
Target sequence (P47898 whole entry, looked up): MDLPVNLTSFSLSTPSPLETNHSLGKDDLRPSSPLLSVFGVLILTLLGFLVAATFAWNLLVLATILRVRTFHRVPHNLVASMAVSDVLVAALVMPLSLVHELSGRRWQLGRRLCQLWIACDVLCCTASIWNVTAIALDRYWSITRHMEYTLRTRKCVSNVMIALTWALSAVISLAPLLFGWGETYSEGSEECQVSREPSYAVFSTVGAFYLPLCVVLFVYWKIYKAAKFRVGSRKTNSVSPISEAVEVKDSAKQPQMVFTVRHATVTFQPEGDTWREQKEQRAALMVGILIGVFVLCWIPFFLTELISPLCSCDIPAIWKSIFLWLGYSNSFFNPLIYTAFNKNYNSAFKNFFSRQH
NSD2 HMT inh: blocks human histone methyltransferase NSD2; NSD2 peptide methylation, AlphaScreen, 120 min; inhibition, % at 12.5 µM; 310,000 compounds, 0.54% hits; in the data active = inhibition above about 50%
PvdQ acylase: P. aeruginosa PvdQ acylase inhibition; purified PvdQ acylase, fluorescence plate reader; inhibition, % at 10 µM; 340,000 compounds, 0.063% hits; in the data active = inhibition above about 30%, passing the limit was not always enough; inconclusive = no clear call, values can overlap the other calls;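 also: 0% = vehicle neutral wells and 100% = reference inhibitor wells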
SR-BI HDL uptake: inhibitors of mouse SR-BI mediated HDL lipid uptake; AID 488896; Q61009; 320,000 compounds, 0.96% hits; ldlA[mSR-BI] CHO cells, DiI-HDL uptake fluorescence, 3 h; inhibition, % at 12.5 µM;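 active = mean replicate inhibition of at least 70% and a set share of replicates each scoring 70 or more; inconclusive = meets just one of the two criteria; inactive = fails both criteria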;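 also: 0% = median of neutral control wells and 100% = median of positive control wells; values of inactives mirror those of a sister screen read the other way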
CDK5 inh: CDK5/p35 (human) kinase inhibition; 330,000 compounds, 0.01% hits; Q00535+Q15078; AID 488839; inhibition, % at 10 µM; Recombinant CDK5/p35, ADP-Glo luminescence, 60 min;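 active = highest replicate inhibition of at least 50% and at least 75% of replicates reaching 50%; inconclusive = only one of the two criteria met; inactive = both criteria failed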;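 also: plate controls were DMSO neutral control for no effect and GW8510 at 10 µM for full effect; many of its hits are not listed in these tables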
HTR5A inv ag: inverse agonist of human HTR5A in OPRM1-OPRD1 counter-screen | P47898 | HTR5A cell line, luminescence, inverse agonism | inhibition, % at 9.3 µM | 340,000 compounds, 0.083% hits; in the data active = inhibition mostly above about 23%, no sharp cut-off; inactive = mostly below about 18%;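 also: 0% = cells with DMSO and 100% = no-cell wells with DMSO; some compounds called inactive have numbers as strong as hits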
dFosB act: enhances mouse delta FosB homodimer DNA binding; purified delta FosB, TAMRA-CDK5 oligo fluorescence polarization; percent of positive-control signal above neutral wells; activation, % at 25 µM; 340,000 compounds, 0.99% hits; P13346;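 active = mean activation above about 17%, with every replicate also reaching it, limit read from the data, passing the limit was not always enough; inconclusive = only one of the two conditions met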;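 also: fluorescence polarization rise as delta FosB binds a TAMRA Cdk5 AP-1 oligo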
Target sequence (P13346 whole entry, looked up): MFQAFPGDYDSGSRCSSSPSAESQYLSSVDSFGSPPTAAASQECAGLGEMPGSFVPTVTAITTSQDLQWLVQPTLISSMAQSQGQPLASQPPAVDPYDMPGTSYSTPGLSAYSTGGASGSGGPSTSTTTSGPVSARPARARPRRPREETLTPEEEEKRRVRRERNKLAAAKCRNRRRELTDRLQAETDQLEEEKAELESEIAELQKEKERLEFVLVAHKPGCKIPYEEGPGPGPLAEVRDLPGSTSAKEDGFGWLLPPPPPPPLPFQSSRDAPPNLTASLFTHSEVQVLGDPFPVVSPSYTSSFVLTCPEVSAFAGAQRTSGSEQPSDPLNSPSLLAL
The depositor's hits bear a star; u = inconclusive; x = no result given.

no.	Structure	V-ATPase pHluor	MITF act	Wnt bcat act	HTR5A ag ctr	NSD2 HMT inh
1	COc1cccc(-c2ccc3ncnc(NCc4ccc5c(c4)OCO5)c3c2)c1	-9	9	-2	3	x
2	COc1ccc([C@H]2CC(=O)C=C(c3ccc(Cl)cc3C)C2)cc1	2	-2	-4	-1	x
3	CCOc1ccccc1C(=O)NCC(=O)NCCSc1ccc(Br)cc1	7	10	-4	1	5
4	COCCn1c(SCC(=O)Nc2cccc(S(N)(=O)=O)c2)nc2cc(Cl)ccc2c1=O	2	7	-1	0	-1
5	CC(=O)c1c(N2CCN(Cc3ccccc3)CC2)[nH]c(-c2ccccc2)nc1=S	4	x	x	2	0
6	O=C(CC1SC(=Nc2ccc(OC(F)F)cc2)N(CCC2=CCCCC2)C1=O)Nc1ccccc1F (centres undefined)	-2	-1	0	2	-1
7	CCC(=O)N1c2ccc(S(=O)(=O)NCc3ccccc3)cc2CC1C (centres undefined)	2	17	1	-1	-1
8	COc1ccc(NC(=O)CCC(=O)N(Cc2ccc(OC)c(OC)c2)c2nccs2)c(OC)c1	-4	8	-1	-2	3

no.	PvdQ acylase	SR-BI HDL uptake	CDK5 inh	HTR5A inv ag	dFosB act
1	2	-1	0.4	18	-3
2	-14	26	-4.3	2	-10
3	0	55	1.4	-15	16
4	3	39	2.7	0	-14
5	-10	-11	3.0	-7	-7
6	-6	19	1.9	-38	-5
7	-12	1	-2.7	1	-5
8	-19	30	-1.9	6	-10

(more compounds)
no.	Structure	V-ATPase pHluor	MITF act	Wnt bcat act	HTR5A ag ctr	NSD2 HMT inh
9	N#CCC(=O)Nc1ccc(C(=O)OCC(=O)C23CC4CC(CC(C4)C2)C3)cc1	-1	1	5	1	-1
10	CC(=O)Nc1ccc(N2C(=O)CC(N3CCSCC3)C2=O)cc1 (centres undefined)	1	-1	-2	-3	-3
11	CCC(=O)N1CCc2cc(S(=O)(=O)CCC(=O)NCc3ccco3)ccc21	4	0	-1	-1	0
12	Cc1ncc([N+](=O)[O-])n1CC(=O)Nc1ccccc1F	-4	x	-1	-3	-2
13	O=C(COC(=O)CN1C(=O)C2CCCCC2C1=O)Nc1c(Cl)cccc1Cl (centres undefined)	-1	-1	-3	1	x
14	CC(C)c1ccc(N2CCN(C(=O)c3ccccc3NC(=O)/C=C\C(=O)O)CC2)cc1	3	7	-2	3	4
15	O=P(Cc1ccncc1)(c1ccccc1)c1ccccc1	-2	18	x	-12	-2
16	CCCn1c(SCC(=O)NNC(=O)c2ccc(C)cc2)nnc1C(C)C	2	11	-2	0	3

no.	PvdQ acylase	SR-BI HDL uptake	CDK5 inh	HTR5A inv ag	dFosB act
9	-4	1	1.5	-19	-9
10	0	20	-1.1	7	1
11	3	-30	1.0	12	4
12	-3	-32	0.1	11	-1
13	-15	-7	0.4	-2	6
14	-8	-16	0.7	16	0
15	-14	8	-0.7	28	8
16	-11	x	0.9	-1	-1

Some of these compounds in order of heavy-atom count, ascending.
no.	Structure	V-ATPase pHluor	MITF act	Wnt bcat act	HTR5A ag ctr	NSD2 HMT inh
15	O=P(Cc1ccncc1)(c1ccccc1)c1ccccc1	-2	18	x	-12	-2
10	CC(=O)Nc1ccc(N2C(=O)CC(N3CCSCC3)C2=O)cc1 (centres undefined)	1	-1	-2	-3	-3
16	CCCn1c(SCC(=O)NNC(=O)c2ccc(C)cc2)nnc1C(C)C	2	11	-2	0	3
9	N#CCC(=O)Nc1ccc(C(=O)OCC(=O)C23CC4CC(CC(C4)C2)C3)cc1	-1	1	5	1	-1

no.	PvdQ acylase	SR-BI HDL uptake	CDK5 inh	HTR5A inv ag	dFosB act
15	-14	8	-0.7	28	8
10	0	20	-1.1	7	1
16	-11	x	0.9	-1	-1
9	-4	1	1.5	-19	-9

The list continues:
no.	Structure	V-ATPase pHluor	MITF act	Wnt bcat act	HTR5A ag ctr	NSD2 HMT inh
17	CCOC(=O)C1CCN(C(=O)c2c(C)oc3c2C(=O)c2ccccc2C3=O)CC1	0	x	-2	3	x
18	Cn1c(=O)c2ncn(CC(=O)NCCOCc3ccccc3Cl)c2n(C)c1=O	2	-4	1	x	-2
19	CCOC(=O)c1cnc2c(C#N)cnn2c1N	3	-4	1	7	-3
20	COc1ccc(-n2nc(C(=O)NCC(=O)N3CCC(C)CC3)c3ccccc3c2=O)cc1	0	37	10	-1	0
21	O=C(COC(=O)/C=C/c1ccc(OC(F)F)cc1)NC(=O)NCc1ccccc1	3	-4	3	11	0
22	CC1=CSC2=NS(=O)(=O)CCN12	0	-12	-1	-4	-3
23	O=C(NCCc1cccnc1)c1cc(COc2ccc(F)cc2F)on1	-7	5	-4	0	-3
24	CCN(CC(=O)Nc1c(F)cccc1F)C(=O)Cc1ccc(OC)c(S(=O)(=O)N2CCOCC2)c1	1	6	-2	-2	-1

no.	PvdQ acylase	SR-BI HDL uptake	CDK5 inh	HTR5A inv ag	dFosB act
17	6	-5	2.1	-8	-4
18	4	-2	-1.2	x	9
19	0	3	3.3	-20	-4
20	-12	-5	-1.8	3	-17
21	-5	-13	0.9	4	-3
22	-8	-19	1.0	11	3
23	-10	-8	-2.1	9	-12
24	-13	-11	-1.3	-25	-6

Continuation.
no.	Structure	V-ATPase pHluor	MITF act	Wnt bcat act	HTR5A ag ctr	NSD2 HMT inh
25	O=c1c2ccccc2oc2cc(C#CC3(O)CCCCC3)ccc12	-14	-46	-16	5	x
26	CCc1nccn1CCC(=O)N1CCCC(N2CCN(c3cccc(Cl)c3)CC2)C1 (centres undefined)	-3	24	15	1	-5
27	C#Cc1ccc([C@@H]2C=C(C(=O)NCc3ccccc3)O[C@H](OCc3ccc(CO)cc3)C2)cc1	0	-6	-4	-2	x
28	O=c1c2ccccc2nnn1CSc1ccccc1F	1	17	u	-4	-3
29	NS(=O)(=O)c1ccc(NNC(=O)c2cccs2)cc1	-2	x	0	-1	-1
30	O=C(O)C1(c2ccccc2)CCN(S(=O)(=O)c2ccc(F)c(F)c2)CC1	-3	2	-3	4	-4
31	COc1ccc(C(=O)CSC#N)cc1OC	1	-14	4	0	-30
32	CCOC(=O)c1c(C)[nH]c(C(=O)COC(=O)CSC)c1C	-1	3	x	8	2

no.	PvdQ acylase	SR-BI HDL uptake	CDK5 inh	HTR5A inv ag	dFosB act
25	-1	-1	1.4	-5	1
26	-2	-6	1.2	-2	4
27	-9	14	-0.6	4	-9
28	-12	-4	0.2	-32	-9
29	-11	-8	1.0	-5	-2
30	-3	-15	-1.8	2	4
31	-17	-21	0.3	-3	7
32	-18	-36	0.4	-20	-10

Later entries
no.	Structure	V-ATPase pHluor	MITF act	Wnt bcat act	HTR5A ag ctr	NSD2 HMT inh
33	Cc1ccc(NC(=O)c2cc3c(s2)CCCC3)cc1S(=O)(=O)Nc1ccccc1Cl	-3	3	x	8	4
34	O=C1Nc2ccc(Br)cc2C1Cc1ccccc1F (centres undefined)	4	x	-1	-5	-1
35	CSC(=S)N(C)C1CCS(=O)(=O)C1 (centres undefined)	2	-2	x	-3	-2
36	CCOC(=O)c1c(C=O)c(C)n(Cc2ccc(C)cc2)c1C	0	x	-1	-1	19
37	Cc1ccc(-c2cc(C(=O)NCCCN3CCOCC3)no2)cc1	0	-23	-5	13	x
38	CSc1nnc2c3cc(F)ccc3n(C)c2n1	5	x	1	6	-2
39	COc1ccc(CNC(=O)c2cncc(Br)c2)cc1	-1	16	1	0	0
40	COc1ccc(C(=O)Nc2ccc(S(=O)(=O)NC(C)C)cc2)cc1	5	-25	x	0	1

no.	PvdQ acylase	SR-BI HDL uptake	CDK5 inh	HTR5A inv ag	dFosB act
33	22	68	-0.4	-27	-7
34	-19	-28	-0.7	16	-2
35	-17	-29	0.0	10	-1
36	-12	5	1.5	-20	-6
37	-16	-3	-0.1	-34	0
38	13	14	-0.4	-21	-9
39	-2	-1	-0.8	-1	2
40	-17	-18	0.6	-1	2

Other entries:
no.	Structure	V-ATPase pHluor	MITF act	Wnt bcat act	HTR5A ag ctr	NSD2 HMT inh
41	COCCCN(Cc1ccco1)C(=O)Cn1ncc2c(=O)oc3ccc(C)cc3c21	11	-11	3	-2	-1
42	O=c1[nH]c(N2CCOCC2)nc2c1CCCC2	7	-4	x	-1	-5
43	O=C(NCc1ccccc1Cl)c1ccc(CSc2nc3ccncc3[nH]2)cc1	0	7	1	0	-1
44	Cc1ccc(C(=O)NCc2ccco2)cc1S(=O)(=O)N1CCCC1	-2	8	0	2	4
45	COc1ccc(CCn2ccc(O)c(Cc3ccc(Cl)cc3Cl)c2=O)cc1OC	-4	-3	1	0	9
46	Cc1cccc(C)c1Nc1nnc(SCC(=O)c2ccc(Br)s2)s1	2	-1	-11	2	1
47	FC(F)(F)c1nnc2c(Sc3ccc(Cl)cc3)nc3ccccc3n12	1	x	-3	0	-2
48	O=C(Cn1cnc2ccccc21)Nc1ccccc1-c1ccccc1	-4	-11	7	x	-2

no.	PvdQ acylase	SR-BI HDL uptake	CDK5 inh	HTR5A inv ag	dFosB act
41	-9	0	-1.9	5	-3
42	-17	-45	1.7	-1	0
43	-13	7	-4.2	0	4
44	5	-10	1.6	15	-6
45	-18	-23	-2.9	6	-2
46	4	19	0.8	-7	-8
47	-13	26	-3.2	0	7
48	-2	0	-0.4	x	-3

More entries follow.
no.	Structure	V-ATPase pHluor	MITF act	Wnt bcat act	HTR5A ag ctr	NSD2 HMT inh
49	O=c1cc(-c2ccccc2)oc2ccccc12	-2	46	2	4	x
50	C/C(=N/NC(=O)c1ccccc1)C(=O)O	-3	-1	0	-2	1
51	CCC(C(=O)NCc1ccccc1OC)c1ccccc1 (centres undefined)	-2	-10	-1	-2	-4
52	CC(=O)Nc1ccc(S(=O)(=O)NCC2CCC(C(=O)NCc3ccccc3)CC2)cc1 (centres undefined)	-1	-4	-2	-3	-2
53	COC(=O)c1ccc(C(=O)OC)c(NC(=S)N2CCC(C)CC2)c1	-1	2	-2	-2	-1
54	CC(C)C1Nc2ccc(C(=O)NCc3ccco3)cc2NC1=O (centres undefined)	-2	-2	-4	1	28
55	COC(=O)c1nc(N)sc1C(C)C	1	9	0	-1	-1
56	O=C1NC(=O)c2cc(NC(=O)c3cccc4ccccc34)ccc21	-1	x	-4	-3	x

no.	PvdQ acylase	SR-BI HDL uptake	CDK5 inh	HTR5A inv ag	dFosB act
49	-13	-4	-0.1	-4	-25
50	-19	-8	-1.7	6	-2
51	-1	-16	-1.4	9	-5
52	-1	2	1.2	12	3
53	-11	18	-2.1	-4	-7
54	-7	x	-0.8	-4	-2
55	-6	-5	-3.1	4	-3
56	2	5	0.7	9	9

The list continues:
no.	Structure	V-ATPase pHluor	MITF act	Wnt bcat act	HTR5A ag ctr	NSD2 HMT inh
57	COc1ccc(C(C(=O)NC2CCCC2)N(CCO)C(=O)Cn2nnc(-c3ccc(C)o3)n2)cc1 (centres undefined)	-6	-4	-3	-3	-1
58	Cc1ccc(CN2CCC(=O)N2)cc1	-3	-10	0	-4	-1
59	CC(C)(C)c1ccc(COC(=O)CNC(=O)CNC(=O)Cc2ccccc2)cc1	4	7	1	1	-4
60	COc1ccc(-c2nc(CNS(=O)(=O)c3ccc(OC)c(OC)c3)cs2)cc1	1	x	-2	-5	x

no.	PvdQ acylase	SR-BI HDL uptake	CDK5 inh	HTR5A inv ag	dFosB act
57	1	23	0.5	7	-12
58	-5	-3	0.5	15	-7
59	-16	-21	-1.3	25	-6
60	-7	32	-1.7	-3	-12
